# High-throughput results: PubChem, National Center for Advancing Translational Sciences (NCATS)
# AID inhibitor: inhibitors of human activation induced cytidine deaminase; AID 1347428; Potency, µM (top dose mostly 115 µM), for inactives: at the highest dose activity change, negative = inhibition, usual class: inhibitors; AID deamination FRET fluorescence, UDG-coupled, 4 h; 0.32% of 91,000 active; Q9GZX7; further: nearly all actives have a fitted effect of over 25% in size
# Target sequence (Q9GZX7 whole entry, looked up): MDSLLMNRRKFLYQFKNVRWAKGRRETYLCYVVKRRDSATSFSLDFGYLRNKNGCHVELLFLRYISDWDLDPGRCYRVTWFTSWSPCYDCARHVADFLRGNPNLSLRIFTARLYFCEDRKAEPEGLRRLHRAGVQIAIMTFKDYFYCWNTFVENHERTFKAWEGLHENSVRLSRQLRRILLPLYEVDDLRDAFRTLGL
# UDG counter: blocks uracil-DNA glycosylase in AID counter-screen; AID 1347430; FRET deamination/UDG coupled assay, UDG read, 4 h; 0.14% of 91,000 active; Potency, µM (titrated, usually from 115 µM), for the others: at the top dose activity change, negative = inhibition, usual class: inhibitors; further: nearly all actives have a fitted effect of over 65% in size
# Numbers without * were called inactive; ? = inconclusive; [ ] = another dose, or the depositor's remark. The call rests on the fitted dose curve; in most records, active means well fitted curve in the direction sought with a large enough effect; inconclusive means small, poorly fitted or top-dose-only effect, or another doubt; inactive means no such curve, though single readings can be large; an effect the other way counts as inactive or inconclusive. On the % scale 0 is the no-effect control and ±100 the full control effect; potency means the concentration at half of the fitted maximal effect. Not all compounds are listed; count on the stated rates, not on these rows.
entry	smiles	AID inhibitor	UDG counter
1	CCC(C)Cc1c(C)sc2nc(CNc3cccc(C)c3)[nH]c(=O)c12 (configuration not stated)	-1%	6%
2	COc1cccc(/C=C/C(=O)c2cccc(O)c2)c1	-16%	-3%
3	Cc1c(Cl)cccc1NC(=O)CCN=C1NS(=O)(=O)c2ccccc21	-2%	-9%
4	COc1cccc(OCc2cc(=O)n3cc(C)sc3n2)c1	4%	-11%
5	CCOC(=O)c1ccc(N2C(=O)c3[nH]nc(-c4ccccc4)c3C2c2ccc(C(C)C)cc2)cc1 (configuration not stated)	-29%	-6%
6	CCN(CC)CCNc1ncnc2c1cnn2-c1cc(Cl)ccc1C	5%	?
7	Cc1ccccc1OCCC(=O)Nc1ccc(N2CCOCC2)cc1	1%	5%
8	COc1ccc(C)c2sc(N(Cc3cccnc3)C(=O)C3=COCCO3)nc12	-13%	?
9	CCCOc1ccc(CNC(=O)c2ccc(C)c(-n3c(C)nc4cccnc43)c2)cc1	-20%	1%
10	CC(Sc1nc(=O)cc(N)n1CCc1ccccc1)C(=O)Nc1ccc(Cl)cc1 (configuration not stated)	-26%	-9%
11	O=C(NCc1ccccc1F)c1ccccc1-c1ccccc1	-8%	-14%
12	CC(C)c1ccc2c(c1)c(SC(C)(C)C)c(CC(C)(C)C(=O)O)n2Cc1ccc(Cl)cc1	79µM*	-16%
13	COc1ccc(CCNC(=O)c2ccc(Cn3c(=O)c4ccccc4n(Cc4ccc(F)cc4Cl)c3=O)cc2)cc1OC	2%	3%
14	CCOc1ccc(CCNC(=O)c2sc3nc4n(c(=O)c3c2C)CCCC4)cc1	-5%	2%
15	Cc1nn(-c2nc3c(c(=O)n(CCN4CCCCC4)c(=O)n3C)n2C(C)C)c(C)c1C	-17%	-9%
16	COc1cc(OC)c(OC)cc1/C=C/c1nc2cc3ccccc3cc2c(=O)n1-c1ccc(F)cc1F	1%	51%[activator]
17	Cc1cccc(NC(=O)CC23CC4CC(CC(C4)C2)C3)c1C	-1%	8%
18	CC(CNC(=O)c1cnn(-c2ccc(F)cc2)c1-n1cccc1)c1ccccc1 (configuration not stated)	?	-18%
19	Cc1cc(C)cc(NC(=O)c2ccc3oc(=O)c(S(=O)(=O)c4ccc(F)cc4)cc3c2)c1	6%	-25%
20	CCOCCCNC(=O)c1cc(C)nc2ccc(C)cc12	4%	2%
21	CCC(C(=O)NC1CCCCC1)n1c(SCc2ccccc2F)nc2ccncc21 (configuration not stated)	11%	-15%
22	CC1CCN(Cc2ccc(CNc3ccc(C#N)cn3)cc2)CC1	-4%	-6%
23	CCOc1ccc(CCNC(=O)CSc2nnnn2-c2ccccc2Cl)cc1OCC	-19%	-17%
24	Cc1ccc(C(=O)/C=C/c2ccc(O)cc2)cc1C	-1%	5%

# 3 entries from above, set out differently.
(14) CCOc1ccc(CCNC(=O)c2sc3nc4n(c(=O)c3c2C)CCCC4)cc1
  AID inhibitor: -5%
  UDG counter: 2%

(15) Cc1nn(-c2nc3c(c(=O)n(CCN4CCCCC4)c(=O)n3C)n2C(C)C)c(C)c1C
  AID inhibitor: -17%
  UDG counter: -9%

(16) COc1cc(OC)c(OC)cc1/C=C/c1nc2cc3ccccc3cc2c(=O)n1-c1ccc(F)cc1F
  AID inhibitor: 1%
  UDG counter: 51%[activator]

# Additional compounds follow:
entry	smiles	AID inhibitor	UDG counter
25	CCOC(=O)C(C)n1cnc2c1c(=O)n(C)c(=O)n2C (configuration not stated)	1%	6%
26	O=c1[nH]c(SCc2c(F)cccc2Cl)nc2c1CCCC2	10%	-9%
27	Cc1cc(C)c(NC(=O)c2cc(S(=O)(=O)NCCC3=CCCCC3)ccc2F)c(C)c1	3%	-8%
28	C/C(=C/C(=O)O)C(=O)Nc1ccc(N2CCOCC2)cc1	4%	-3%
29	CCOc1ccc(S(=O)(=O)Nc2ccc3oc4c(c3c2)CC(C)CC4)cc1 (configuration not stated)	-9%[57.5 µM]	-14%[57.5 µM]
30	Cc1c(CCC(=O)N2CCCCC2)c(=O)oc2c(C)c(O)ccc12	5%	3%
31	COc1ccc(CNC(=O)c2cccc(C)c2C)cc1C(=O)O	7%	4%
32	CCOc1ccc(N(CC(=O)NCc2ccccc2Cl)S(=O)(=O)c2c(C)[nH]c(=O)[nH]c2=O)cc1	-8%[57.5 µM]	-14%[57.5 µM]
33	CCN1CCN(c2ccc(NC(=O)c3cccc(C(F)(F)F)c3)cc2)CC1	54%[activator]	-3%
34	Cc1ccc(NC(=O)Cn2c(=O)n(Cc3nc(-c4ccccc4)no3)c(=O)c3ccccc32)c(C)c1	?	7%
35	Cc1nccc(-c2cccc(NC(=O)c3cc[n+]([O-])cc3)c2)n1	7%	-3%
36	COC(=O)C1CCN(S(=O)(=O)NCc2ccnc(Oc3ccc(C)c(C)c3)c2)CC1	5%	3%

# Molecules shown so far with a COOH group:
entry	smiles	AID inhibitor	UDG counter
12	CC(C)c1ccc2c(c1)c(SC(C)(C)C)c(CC(C)(C)C(=O)O)n2Cc1ccc(Cl)cc1	79µM*	-16%
28	C/C(=C/C(=O)O)C(=O)Nc1ccc(N2CCOCC2)cc1	4%	-3%
31	COc1ccc(CNC(=O)c2cccc(C)c2C)cc1C(=O)O	7%	4%

# Continued.
entry	smiles	AID inhibitor	UDG counter
37	COc1cccc(NC(=O)c2sc3nc(C)c(C(=O)Nc4ccc(C)cc4C)c(-c4ccc(C)o4)c3c2N)c1	39%[activator]	0%
38	COc1ccc(-c2cn3c(n2)sc2cc(C(=O)NC4CCCCC4)ccc23)cc1	4%	3%[57.5 µM]
39	COc1cccc(-c2nc3ccccc3c(C)c2C#N)c1	-6%	-2%
40	CCN(Cc1ccccc1)C(=O)Cn1c(=O)n(-c2ccc(OC)cc2OC)c(=O)c2c(C)c(C)sc21	?	-3%
41	CC1CN(C(=O)CCC(=O)NCc2ccccc2)c2cc(Cl)ccc2O1 (configuration not stated)	-6%	-9%
42	CCCCn1c(=O)[nH]c(=O)c2c1nc(CCC(=O)OC)n2CC(C)C	0%	-7%
43	O=C(O)CCS(=O)(=O)C1CCCC1	1%	1%
44	COc1ccc(CC(=O)NC(C)c2nnc(SCC(=O)c3ccc(Cl)cc3Cl)n2C)cc1 (configuration not stated)	2%	0%
45	COc1cccc(NC(=O)c2ccc3[nH]c(C)cc(=O)c3c2)c1	4%	5%
46	Oc1cccc2c(N=Cc3ccc(F)c(F)c3)cccc12	-13%	-20%
47	C=CCOc1cccc(CNC(C)(C)CO)c1	4%	-4%
48	Cc1cc(NS(=O)(=O)Cc2ccccc2)cc2sc(NC(=O)c3ccccc3)nc12	-4%	-8%
49	Cc1ccc(CNC(=O)CN2C(=O)COc3ccc(S(=O)(=O)N4CCC(C)CC4)cc32)cc1	-23%	0%
50	CCCCC(=O)NC1CC(=O)N(c2ccc3c(c2)OCCO3)C1 (configuration not stated)	7%	-11%
51	CCCCn1c(COc2cccc(OC)c2)nc2ccccc21	-18%	-4%
52	CCCOc1c(Cl)cc(C(=O)NC(C)(C)C)cc1OCC	-7%	-2%
53	CCOc1ccccc1NC(=O)c1cc2cc3cc(C)ccc3nc2s1	5%	1%
54	CCOc1cccc(NC(=O)c2ccc(C)cc2)c1	-2%	-3%
55	COc1ccc(-c2c(NC(=O)c3cccs3)n(C)c3ccccc3c2=O)cc1OC	-1%	-4%
56	COc1ccc(/C=C(\NC(=O)c2ccccc2)C(=O)NC2CCCCC2)cc1	-20%	-10%[57.5 µM]
57	Cc1cc(-c2ccc(C)c(S(=O)(=O)NCc3ccc(Cl)cc3)c2)on1	0%	3%
58	O=C(Cc1c[nH]c2ccccc12)Nc1nc2ccc(F)cc2s1	6%	-5%
59	CCN(CC)c1cc(C)c2cc(NC(=O)/C=C/c3ccc(C)cc3)ccc2n1	?	-11%
60	CCCCc1cc(=O)oc2cc(OCC(=O)N3CCC(C(=O)NCCCO)CC3)ccc12	-17%	-9%
61	CCOC1OC(=O)C(Cl)=C1Nc1ccc(C)cc1 (configuration not stated)	5%	7%
62	O=C(CSc1c2c(nc3ccccc13)CCC2)Nc1ccc(F)cc1	0%	-7%[57.5 µM]
63	CCCCNC(=O)CCSc1nc(-c2ccc3c(c2)OCO3)cc(C(F)(F)F)n1	15%	6%
64	O=C(NCc1ccccc1Cl)c1ccc(-n2cnc3cccnc32)cc1	13%	0%
65	CCCc1cc(=O)[nH]c2nnc(SC(C)CC)n12 (configuration not stated)	1%	2%
66	O=C(Cn1nc(Cl)nc1Cl)c1ccccc1	-2%	33%[activator]
67	CC(C)c1ccccc1NC(=S)NCCc1ccc(Cl)cc1	-11%	-10%
68	COc1ccc2cc(S(=O)(=O)N3CCCC3)ccc2c1	-17%	-13%
69	COc1c(CNCC(O)COc2cccc(C)c2)c(C)nn1C (configuration not stated)	-2%	3%
70	O=C(c1cc(F)cc(F)c1)N1CCC(CN2CCOCC2)CC1	-1%	-2%
71	CCOc1ccccc1CNC(=O)c1cc2cc(S(=O)(=O)N3CCCCC3)ccc2n1C	6%	-11%
72	O=c1oc2ccccc2cc1-c1nnc(Nc2ccccc2)s1	-2%	-1%
73	Cc1ccc(CCC(=O)Nc2ccc(C)c(C)c2)s1	-8%	-18%
74	CCOC(=O)c1ccc(NS(=O)(=O)c2ccc3[nH]c4c(c3c2)CCCCC4)cc1	2%	12%
75	CN1C(=O)C(C)(C)c2cc(S(=O)(=O)N3CCCC3C(=O)Nc3ccc(F)cc3)ccc21 (configuration not stated)	-16%	18%
76	CC(OC(=O)c1ccc2noc(-c3ccccc3)c2c1)C(=O)N(C)C (configuration not stated)	0%	8%
77	O=C(Nc1ccccc1I)C1CCCC1	-1%	6%
78	O=C(O)c1cc(I)cc(I)c1	-9%	-11%
79	CCN(CC)CCNC(=O)c1cn(CCOC)c(=O)c2c1c1ccccc1n2C	112%[activator]	-5%
80	COc1cc(S(=O)(=O)N2CCN(CCO)CC2)ccc1Br	3%	-3%
81	CC1CCCN(c2nc3ccccc3nc2NS(=O)(=O)c2ccc(Cl)cc2)C1 (configuration not stated)	-10%	11%
82	O=C(NCCc1ccccc1)c1cc(Cl)ccn1	-4%	0%
83	CCCCCCCc1ccc(-c2ccc(O)cc2)nc1	12%	3%
84	CC1CCN(S(=O)(=O)c2ccc3c(c2)N(CC(=O)NCC(C)c2ccccc2)C(=O)CO3)CC1 (configuration not stated)	-6%	9%
85	O=C(Nc1ccc2cc[nH]c2c1)c1csc(NC2CC2)n1	22%	2%
86	COc1cccc(C2=NS(=O)(=O)N(C)C(C(=O)NC3CCCC3)=C2)c1	-1%	-4%
87	Cc1oc(-c2nc(C#N)c(N3CCCCC3)o2)cc1S(=O)(=O)N(C)C	-6%	3%
88	Cc1ccccc1C(=O)NCC(c1ccccc1)c1c[nH]c2ccccc12 (configuration not stated)	-6%	3%
89	CCCNc1c(NS(=O)(=O)c2ccc(OC)cc2)c(=O)oc2ccccc12	-7%	3%
90	CC(=O)c1ccc(NC(=O)CSc2nc3c(=O)n(C)c(=O)n(C)c3n2C)cc1	13%	-3%
91	CCCC(C)(C)NC(=O)Cc1cc(OC)c(OC)c(OC)c1	-3%	-2%
92	FC(F)(F)c1ccnc(Sc2ccc(Cl)cc2)n1	-1%	-1%
93	COC(=O)c1ccccc1NC(=O)Cc1nc(-c2ccc(OC)cc2)no1	3%	?
94	Cc1ccc(-n2nnc(-c3nsc(NC(=O)c4cccc(Cl)c4)n3)c2C)cc1C	-26%	1%
95	Cc1ccc(/C=C/C(=O)c2cc3ccccc3o2)s1	-6%	-13%
96	CCn1nc(C(=O)OC(C)C(=O)NCc2ccco2)c2ccccc2c1=O (configuration not stated)	3%	1%

# Going on with the list:
entry	smiles	AID inhibitor	UDG counter
97	O=[N+]([O-])c1ccc(NNS(=O)(=O)c2ccccc2)c([N+](=O)[O-])c1	-16%	-9%
98	CCc1nc(SCc2cc(=O)c3cc(C)ccc3[nH]2)n[nH]1	-7%	-9%[57.5 µM]
99	O=C(CCc1c[nH]c2ccccc12)Nc1ccc(F)c(F)c1	3%	-13%
100	N=C(N)SCc1ccc(Br)cc1	-4%	-1%
101	CCCCn1c(=O)c2c(nc(-n3nc(C)c(C)c3C)n2Cc2ccc(F)cc2)n(C)c1=O	-23%	-11%
102	O=C(COC(=O)c1c[nH]c2ccccc12)Nc1ccc(CN2CCOCC2)cc1	-4%	-3%
103	CCc1noc(C)c1C(=O)Nc1ccc(C)c(C)c1	-14%	-6%
104	Cc1ccccc1-c1noc(CSc2nnc(Cc3ccccc3)n2-c2ccc(F)cc2)n1	20µM*	?
105	Cc1ccc(CNC(=O)c2cn(C)c3ccc(S(=O)(=O)N(C)C4CCCCC4)cc3c2=O)cc1	?	-16%[57.5 µM]
106	COc1cc(-c2nnc(SCCOc3ccc(C)c(Cl)c3)o2)cc(OC)c1OC	?	?
107	Cc1ccc(NC(=O)Cn2cnc3c2c(=O)n(C)c(=O)n3C)c(Cl)c1	-11%	3%
108	NC(=O)C(Oc1cc(Cl)ccc1Cl)c1ccc(F)cc1 (configuration not stated)	-5%	3%
109	CCC1CSC(Nc2ccccc2C)=N1 (configuration not stated)	3%	7%
110	CCCNC(=O)CCC(=O)N1Cc2cccc(OC)c2Oc2ncccc21	-2%	6%
111	O=C1c2ccccc2C(Nc2cc(Cl)cc(Cl)c2)N1c1cccnc1 (configuration not stated)	-9%	3%
112	CCCn1nc(C(=O)OC(C)C(=O)Nc2cc(C)on2)c2ccccc2c1=O (configuration not stated)	0%	-1%
113	Cc1cccc(NC(=O)c2ccc(Cn3nc(N4CCN(c5ccccc5)CC4)ccc3=O)o2)c1C	-10%	-4%
114	Cn1nc(C(=O)OCCOc2ccccc2Cl)c2ccccc2c1=O	-7%	8%
115	Cc1ccc(C)c2c(N)c3c(nc12)CCCC3	3%	-4%
116	O=S(=O)(NCc1cccc(Br)c1)c1ccc(-c2cc(C(F)(F)F)on2)s1	37%[activator]	-1%
117	FC(F)(F)c1cccc(N2CCN(c3ncnc4c3nc3n4CCCC3)CC2)c1	4%	-13%
